Bioassay records from PubChem BioAssay.
RXFP1 agonist: agonists of human relaxin receptor RXFP1. AID 2676. Q9HBX9. Potency, µM (highest dose often 57.5 µM), for inactives: at the highest dose activation, hits mostly activators. 370,000 tested, 0.3% active. HEK293T-RXFP1 cAMP TR-FRET, 30 min; response scale: percent of porcine relaxin response, buffer zero; further: on the % scale 0 is the no-effect control and ±100 the full control effect; nearly all actives have a fitted effect of over 60% in size; many of its hits are not listed in these tables
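cAMP rise read by TR-FRET after 30 min, 37C compound exposure (up to 58 uM) in RXFP1-transfected HEK293 cells with Ro 20174 present. EC50 from Hill-equation fits, with 29 nM porcine relaxin as 100% and buffer as basal.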
rTrxR1 inhibitor: inhibitors of rat thioredoxin reductase 1 | O89049 | recombinant rTrxR1, NADPH fluorescence consumption, selenite substrate | 390,000 tested, 1% active | Potency, µM (series often up to 114 µM), inactives show at the highest dose activity change, negative = inhibition, most hits filed as inhibitors | AID 588453; further: on the % scale 0 is the no-effect control and ±100 the full control effect; nearly all actives have a fitted effect of over 65% in size
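Rat TrxR1 (90 nM in the dispensed reagent) was pre-reduced with 400 uM NADPH for 5 min at room temperature, then incubated with compound for 15 min. After 400 uM selenite was added, NADPH fluorescence (Ex 340/Em 450 nm) was followed for 8 min.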
ALOX12 inh: inhibitors of human 12S-lipoxygenase ALOX12; P18054; purified 12hLO, xylenol orange hydroperoxide absorbance; Potency, µM (doses to about 108 µM), inactives show at the highest dose activity change, negative = inhibition, actives largely listed as inhibitors; 580,000 tested, 1.1% active; further: on the % scale 0 is the no-effect control and ±100 the full control effect
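Purified human 12hLO at 150 nM in 25 mM Hepes, 0.01% Triton X-100, pH 7.0, preincubated 15 min at room temperature with compound. Reaction started with 40 uM arachidonic acid, 30 min at room temperature. Hydroperoxide measured by Fe-xylenol orange, 573/405 nm absorbance ratio.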
RGS4 inhibitor: blocks human RGS4-accelerated GTP hydrolysis. Potency, µM (highest dose often 114 µM), inactives show top-dose activity change, negative = inhibition, actives largely listed as inhibitors. 390,000 tested, 0.039% active. P49798. Transcreener GDP fluorescence polarization, RGS4-accelerated GTP hydrolysis; further: on the % scale 0 is the no-effect control and ±100 the full control effect; nearly all actives have a fitted effect of over 75% in size; some results filed as inactive show a strong effect at the top dose
Target sequence (P49798 whole entry, looked up): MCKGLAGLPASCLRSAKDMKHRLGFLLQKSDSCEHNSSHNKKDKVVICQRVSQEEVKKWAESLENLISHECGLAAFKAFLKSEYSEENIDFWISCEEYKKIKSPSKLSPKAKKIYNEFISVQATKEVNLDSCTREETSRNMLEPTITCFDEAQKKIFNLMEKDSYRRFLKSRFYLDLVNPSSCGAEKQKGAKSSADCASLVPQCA
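MLSMR compounds (23 nl, pin-transferred) preincubated 10 min at room temperature with a 500nM (2x) first reagent, then RGS4 at 900nM (2x) plus Transcreener GDP mix added; fluorescence polarization (620/688 nm) read before and after 90 min at 30 °C.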
USP1-UAF1 inh: USP1/UAF1 (human) deubiquitinase inhibition; O94782; recombinant USP1/UAF1, Ub-Rhodamine cleavage fluorescence; Potency, µM (series often up to 57.1 µM), for inactives: top-dose activity change, negative = inhibition, actives largely listed as inhibitors; 390,000 tested, 0.23% active; further: on the % scale 0 is the no-effect control and ±100 the full control effect; nearly all actives have a fitted effect of over 60% in size; inactives centre near -12
Target sequence (O94782 whole entry, looked up): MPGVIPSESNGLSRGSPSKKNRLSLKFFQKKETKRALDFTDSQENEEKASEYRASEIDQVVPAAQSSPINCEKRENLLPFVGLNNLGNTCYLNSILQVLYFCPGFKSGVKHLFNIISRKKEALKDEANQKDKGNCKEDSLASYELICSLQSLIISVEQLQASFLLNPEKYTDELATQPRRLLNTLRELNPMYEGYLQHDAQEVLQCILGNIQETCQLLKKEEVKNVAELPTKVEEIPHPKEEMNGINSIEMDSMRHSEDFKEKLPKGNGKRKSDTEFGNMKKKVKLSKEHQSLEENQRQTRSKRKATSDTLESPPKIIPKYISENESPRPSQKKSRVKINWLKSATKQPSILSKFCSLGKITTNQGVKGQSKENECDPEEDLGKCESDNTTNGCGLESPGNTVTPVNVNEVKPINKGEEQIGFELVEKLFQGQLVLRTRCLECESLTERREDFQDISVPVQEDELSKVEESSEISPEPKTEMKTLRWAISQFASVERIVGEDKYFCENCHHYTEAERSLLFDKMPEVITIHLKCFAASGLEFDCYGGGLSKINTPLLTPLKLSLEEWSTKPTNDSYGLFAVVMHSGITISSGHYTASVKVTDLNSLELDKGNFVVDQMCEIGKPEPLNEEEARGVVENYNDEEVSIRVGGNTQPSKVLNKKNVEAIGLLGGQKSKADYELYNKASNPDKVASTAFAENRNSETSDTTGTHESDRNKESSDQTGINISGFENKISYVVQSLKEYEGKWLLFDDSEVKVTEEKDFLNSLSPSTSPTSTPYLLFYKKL
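1 nM enzyme complex + cpd, 15 min RT; start with Ub-Rho 150nM final; kinetic fluorescence ex 480/em 540, 6 reads q60 s. Buffer 50mM HEPES pH 7.8, 0.5mM EDTA, 0.1 mg/ml BSA, 1mM TCEP, 0.01% Tween-20.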
Vif-APOBEC3F blk: Vif-A3F binding inhibition; Potency, µM (highest dose often 46.1 µM), inactives show at the top dose activity, negative = active; 390,000 tested, 0.2% active; AID 602313; HeLa A3F-eYFP + Vif (tagged APOBEC3F with the HIV-1 protein that degrades it), YFP fluorescence increase; further: % of control where 0% means no effect; nearly all actives have a fitted effect of over 65% in size
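HeLa cells stably expressing Vif plus C-terminally eYFP-tagged A3F were seeded, incubated overnight at 37 deg C, dosed with compound, incubated overnight again at 37 deg C. Yellow fluorescence (Ex 488/Em 500-530) reported blocked Vif-mediated A3F-eYFP degradation.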
IDH1 R132H inh: human IDH1 R132H inhibition. O75874. IDH1-R132H enzyme, NADPH consumption, diaphorase/resazurin fluorescence. Potency, µM (titrated, usually from 76.6 µM), without a hit: at the highest dose activity change, negative = inhibition, actives largely listed as inhibitors. 390,000 tested, 0.093% active. AID 602179; further: on the % scale 0 is the no-effect control and ±100 the full control effect; nearly all actives have a fitted effect of over 65% in size
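IDH1-R132H (0.5 ug/mL dispensed) in pH 7.5 Tris buffer was preincubated 30 min with compound, then given a substrate mix of 0.016 mM NADPH and 2 mM alpha-KG for 80 min at room temperature; remaining NADPH was read by diaphorase/resazurin fluorescence.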
TrxR1 substrate: rat thioredoxin reductase 1 substrate activity; O89049; purified TrxR1 substrate turnover, NADPH consumption readout; Potency, µM (titrated, usually from 114 µM), for the others: at the highest dose activity change, negative = substrate turnover; 390,000 tested, 0.01% active; AID 588456; further: on the % scale 0 is the no-effect control and ±100 the full control effect; nearly all actives have a fitted effect of over 50% in size
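Rat TrxR1, dispensed at 90 nM, was prereduced with 400 uM NADPH (final) for 5 min at ~22 deg C, then incubated with compound 15 min before 400 uM selenite. A first-read NADPH fluorescence drop versus no-compound background flagged substrates.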
Vif-A3G inh: inhibitors of Vif-APOBEC3G interaction. Q9HC16. HeLa A3G-eYFP + Vif (tagged APOBEC3G with the HIV-1 protein that degrades it), YFP fluorescence, overnight. Potency, µM (highest dose often 46.1 µM), without a hit: top-dose activity, negative = active, hits mostly inhibitors. 410,000 tested, 0.076% active. AID 602310;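 further: on the % scale 0 is the no-effect control and ±100 the full control effect; nearly all actives have a fitted effect of over 60% in size; hits raise eYFP signal because A3G escapes Vif-driven loss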
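Read-out is eYFP fluorescence (Ex 488/Em 500-530) from Vif-expressing HeLa A3G-eYFP cells; more signal means A3G escaped Vif-mediated degradation. Cells plated overnight, compound pinned in, incubated overnight at 37 deg C.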
Starred values were filed as active, the others as inactive; i = inactive; ? = inconclusive; . = no result given; & = joins results of further samples; [ ] = remark or other dose. The call rests on the fitted dose curve; in most records, active means well fitted curve in the direction sought with a large enough effect; inconclusive means small, poorly fitted or top-dose-only effect, or another doubt; inactive means no such curve, though single readings can be large; an effect the other way counts as inactive or inconclusive. Potency means the concentration at half of the fitted maximal effect. A portion of the library. The share of hits here may be higher or lower than overall.

The line under a structure holds: RXFP1 agonist	rTrxR1 inhibitor	ALOX12 inh	RGS4 inhibitor	USP1-UAF1 inh	Vif-APOBEC3F blk	IDH1 R132H inh	TrxR1 substrate	Vif-A3G inh
1. CC(C)n1nc(C(=O)Oc2cccc(Cl)c2Cl)c2ccccc2c1=O
  -0.3%	-10%	-2%	-20%	-14%	4%	-1%	-4%	1%
2. O=C(CN1CCCC1)N1c2ccccc2Sc2ccc(C(F)(F)F)cc21
  -0.4%	0%[57.1 µM]	0%	15%	-2%	-20%	1%	-9%	2%
3. COc1ccc(C(=O)NC(C)c2csc(C)n2)cc1OC1CCN(C(C)=O)CC1 (stereo not given)
  0.6%	?	2%	-9%	-28%	1%	0%	-16%	2%
4. Cc1ccc(CN2C(=O)CCC2C(=O)NCc2ccccc2Cl)cc1 (stereo not given)
  3.6%	15%	-7%	-9%	-15%	-11%	-3%	4%	0%
5. COc1cc(-c2nc(CN3CCCCC3CCNC(C)=O)c(C)o2)ccc1F (stereo not given)
  1.1%	-7%	0%	-3%	-3%	-21%	6%	-3%	0%
6. COc1ccc(CCNC(=O)c2cc3ccccn3n2)c(OC)c1OC
  2.1%	17%[57.1 µM]	16%	1%	-14%	11%	-2%	9%	0%
7. Cc1oc(=O)c(NC(=O)c2ccccc2)cc1C(N)=O
  3.0%	7%[57.1 µM]	-9%	-15%	-3%	-10%	9%	2%[57.1 µM]	1%
8. CCN(CC)C(=O)Cn1cc(C(=O)C(=O)NCc2cccnc2)c2ccccc21
  2.7%	-5%	-16%	6%	-24%	0%	-11%	-7%	1%
9. CC(C)c1ccc(CNc2nc3nc4c(c(=O)n3[nH]2)CCC4)cc1
  -0.6%	16%[57.1 µM]	-1%&2%	-4%	-16%	5%	5%	5%[57.1 µM]	4%
10. CCCCc1nc2cc(C(=O)N3CCCCC3CC(=O)OCC)ccc2o1 (stereo not given)
  1.3%	-5%	i	7%	-19%	2%	7%	-7%	-2%
11. CCOc1ccc(CN(C(=O)c2ccco2)C2CCS(=O)(=O)C2)cc1 (stereo not given)
  0.0%	-10%	3%	8%	3%	.	1%	-3%	0%
12. CCOC(=O)c1cccc(NC(=O)C2CCN(S(=O)(=O)c3cnc[nH]3)CC2)c1
  0.4%	10%[57.1 µM]	11%	9%	-6%	-2%	-7%	6%[57.1 µM]	2%
13. CCOc1ccccc1C(=O)N(Cc1cc(OC)c(OC)c(OC)c1)c1ccccn1
  1.0%	14%	-5%	24%	-19%	-3%	-9%	-5%	3%
14. Cc1cccc(NC(=O)CCNC(=O)c2ccccc2)c1
  1.6%	11%	2%	-15%	-4%	12%	4%	8%	-1%
15. CC(Sc1ccccc1)C(=O)Nc1ccc(S(=O)(=O)N2CCOCC2)cc1 (stereo not given)
  0.5%	24%	-17%	?	-7%	0%	3%	13%[0.457 µM]	3%
16. COc1ccc2c(c1)c(/C=N/Nc1nc3ccccc3[nH]1)c(C)n2C
  -2.1%	41%[activator]	-29%	-23%	-23%	?	7%	15%	-17%
17. COc1ccccc1-c1cn[nH]c1-c1ccc(OCc2ccccc2F)cc1O
  -0.5%	19%	-11%	1%	-18%	-1%	-5%	-1%	-4%
18. CCc1ccc(NC(=O)CC2C(=O)N(c3ccc(OC)cc3)C(=O)N2Cc2cccs2)cc1 (stereo not given)
  -1.6%	10%	-46%	6%	-11%	6%	-6%	1%	-8%
19. Cc1c(F)cccc1NS(=O)(=O)c1ccc2c(c1)NC(=O)CO2
  -0.2%	5%[57.1 µM]	3%	20%	-23%	-17%	1%	3%[57.1 µM]	-11%
20. O=C(c1cc(-c2ccc(Br)cc2)on1)N1CCOCC1
  -0.2%	-12%	-9%	25%	-22%	-11%	-1%	-7%	-3%
21. O=C(NC1CCCCC1)c1cc(S(=O)(=O)N2CCOCC2)c(Cl)cc1Cl
  -2.5%	4%[57.1 µM]	-5%	15%	5%	-15%	3%	2%[57.1 µM]	2%
22. COc1ccccc1-n1c(SCC(=O)Nc2cccc(C(=O)O)c2)nnc1-c1ccccc1O
  2.3%	7%	0%	-13%	-18%	3%	7%	5%	1%
23. CCN(CC)S(=O)(=O)c1cc(-c2nnc(Nc3ccc(OC)c(C(N)=O)c3)c3ccccc23)ccc1C
  1.4%	22%	-11%	8%	-9%	0%	8%	13%	-25%
24. Cc1cc2c3c(c1)C1(C(=O)N3C(C)(C)CC2C)C(C#N)=C(N)OC2=C1C(=O)CC(C)(C)C2 (stereo not given)
  0.7%	-15%[11.4 µM]	164%[activator]	-10%	-1%	5%	-5%	-7%[11.4 µM]	-4%
25. COc1ccc(-c2nnc(SCC(=O)Nc3cc(S(=O)(=O)N4CCCCC4)ccc3Cl)n2N)cc1
  0.1%	-12%	-3%	4%	-11%	12%	3%	-13%	3%
26. COc1cccc(C(C2=C(O)CC(C)(C)CC2=O)C2C(=O)CC(C)(C)CC2=O)c1 (stereo not given)
  1.7%	45µM*	-18%	-41%	-4%	-26%	2%	-7%	2%
27. CCN1CCN(c2ncc3c(n2)CCN(Cc2ccc(Br)s2)C3)CC1
  1.7%	11%[57.1 µM]	?	-6%	-4%	-9%	16%	6%[57.1 µM]	-9%
28. CC(C)C(=O)Nc1nnc(COc2ccc(Cl)cc2)s1
  4.9%	37%	0%	12%	-10%	-1%	6%	3%	1%
29. Nn1c(SCc2ccccc2)nc2c(cnn2-c2ccccc2)c1=O
  1.6%	14%	17%	5%	-11%	-3%	8%	-4%	4%
30. O=C(CSC1=NS(=O)(=O)c2cc(F)ccc2N1)NCc1ccccc1
  0.6%	-16%	-9%	-1%	-5%	0%	0%	-9%	-1%
31. CC(C)n1c(=O)c2oc3ccccc3c2n(Cc2ccccc2F)c1=O
  1.4%	25%	0%	19%	-21%	-6%	-21%	4%	-17%
32. COc1ccc(NC(=O)C23CCC(C)(C(=O)C2)C3(C)C)cc1 (stereo not given)
  1.2%	9%	79%[activator]	15%	-25%	-8%	2%	3%	1%
33. COc1ccc([C@@H]2[C@@H]3C(=O)N(C(C)(C)C)C(=O)[C@@H]3[C@]3(Cc4ccc(Cl)cc4)C(=O)N(c4cccc(C)c4)C(=O)N23)cc1
  -0.3%	22%[57.1 µM]	-7%	-3%	3%	-2%	-9%	6%[57.1 µM]	3%
34. COCCCNC(=O)NC(=O)c1ccccc1
  -1.9%	4%	4%	-26%	-4%	1%	2%	3%	-3%
35. CC(OC(=O)c1cccc(S(=O)(=O)N2CCCCC2)c1)C(=O)NCC1CCCCC1 (stereo not given)
  -0.8%	9%	.	-2%	-8%	6%	-6%	-5%	-1%
36. COc1ccc(-c2[nH]ncc2CN(CC2CCC(=O)N2)C(C)C)cc1F (stereo not given)
  -1.8%	-9%	2%	?	-17%	-8%	3%	-4%	2%
37. CCSc1nc(C)c(C(C)=O)cc1C#N
  3.3%	-6%	17%	-5%	-5%	6%	2%	-6%	-8%
38. COc1ccc(NC(=S)NCCN2CCOCC2)cc1
  -1.0%	2%	-4%	1%	-4%	1%	-3%	4%	-1%
39. Cc1ccc2nc(SCC(=O)N(CC(C)C)c3c(N)n(CC(C)C)c(=O)[nH]c3=O)[nH]c2c1
  -1.2%	-11%	?	5%	-11%	-3%	0%	-9%	-1%
40. Cc1cccc(C(=O)NCCCN(C)CCCNC(=O)c2cccc(C)c2)c1
  1.3%	13%	16%	-17%	-10%	7%	2%	-4%[2.29 µM]	-1%
41. Cc1ccc(NC(=O)[C@@H](C)NC(=O)[C@@H]2Cc3ccccc3CN2)cc1
  3.3%	30%	11%	-8%	-19%	0%	-5%	8%	1%
42. COC(=O)c1ccc(NC(=O)c2ccc(NC(=O)C3CCCO3)cc2)cc1 (stereo not given)
  -1.8%	11%	14%	22%	-29%	-6%	-2%	1%	2%
43. COc1ccccc1CCN1CCCC(CN(C)Cc2ccc(OCCO)cc2)C1 (stereo not given)
  -1.8%	-14%	-6%	-3%	0%	-1%	-3%	-12%	0%
44. O=C(NCc1cccs1)c1ccc2c(c1)N(Cc1cccc(F)c1)C(=O)c1ccccc1S2
  6.4%	14%[57.1 µM]	?	-12%	-23%	5%	0%	1%[57.1 µM]	1%
45. NCCCC[C@H]1CNC(=S)N1CC1(c2ccccc2)CC1
  -0.1%	13%[57.1 µM]	9%	5%	?	6%	-8%	2%[57.1 µM]	3%
46. O=S(=O)(NC(=NC1CCCCC1)c1ccccc1F)c1ccccc1
  1.3%	1%	-1%	5%	-19%	1%	0%	-1%	0%
47. Cc1ccc(SCC(=O)Nc2c(Br)cnn2C)cc1
  5.6%	6%	0%	29%	-9%	8%	1%	-5%	1%
48. O=C(CCC1CCCN(C(=O)c2ccsc2)C1)NCc1ccc(F)c(F)c1 (stereo not given)
  -3.9%	21%[57.1 µM]	20%	-10%	3%	-14%	5%	8%[57.1 µM]	-10%
49. Cc1ccc(C(=O)O/N=C(\N)c2ccc(Br)cc2)cc1
  -1.2%	5%	342%[activator]	-19%	-17%	-7%	5%	-5%	1%
